# HCT116 PTEN-null – growth suppressors of cells with PTEN tumor suppressor deletion. 1.2% of 140,000 active. viability, % at 10 µM. HCT116 PTEN-null viability, CellTiter-Glo, 60 h; stronger effect = lower value;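 active means viability at or below a set limit, 4 SD under the median of all tested compounds, cut at about 3.7% in these data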;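 further: PTEN knockout HCT116 line with beta catenin targeted HCT116 as companion control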
# MRP-1 activ – activators of MRP-1; H69AR cells + doxorubicin, viability rescue, CellTiter-Glo; viability increase, % at 10 µM; 0.61% of 140,000 active;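 active means viability gain under doxorubicin at or above a set limit, the compound median plus 3 SD, cut at about 4.7% in these data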;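 further: MRP-1 overexpressing cells given doxorubicin 25 µM after compound pretreatment; 18-22 h compound pretreatment then 72 h with doxorubicin before readout; 0% = doxorubicin-only wells and 100% = vehicle-treated cells without doxorubicin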
# NPY Y2 blocker – antagonists of human neuropeptide Y receptor Y2. NPY-Y2 expressing cells, antagonist mode. inhibition, % at 2.7 µM. 0.99% of 140,000 active. AID 793; in the data active means inhibition above about 17%;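 further: 0% = vehicle with agonist challenge and 100% = reference antagonist with challenge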
# Target sequence (P49146 whole entry, looked up): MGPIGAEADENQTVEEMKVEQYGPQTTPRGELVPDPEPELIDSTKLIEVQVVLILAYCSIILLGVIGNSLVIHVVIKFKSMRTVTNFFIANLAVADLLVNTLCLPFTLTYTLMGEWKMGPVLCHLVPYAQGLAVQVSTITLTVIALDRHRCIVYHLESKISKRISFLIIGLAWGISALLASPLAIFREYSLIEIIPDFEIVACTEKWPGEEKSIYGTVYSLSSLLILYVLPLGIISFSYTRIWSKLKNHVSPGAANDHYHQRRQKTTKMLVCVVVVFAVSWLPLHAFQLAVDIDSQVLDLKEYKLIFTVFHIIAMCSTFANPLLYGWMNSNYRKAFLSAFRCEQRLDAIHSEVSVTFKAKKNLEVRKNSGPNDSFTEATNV
# Yeast life ext – extends the lifespan of yeast; 0.68% of 130,000 active; S. cerevisiae growth with nicotinamide, OD615; deaD strain in restrictive glucose medium; inhibition of the nicotinamide effect, % at 10 µM;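 active means inhibition above a set limit, placed 3 SD over the median of all compounds, cut at about 26% in these data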;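 further: 0% = nicotinamide-treated wells and 100% = cells grown without nicotinamide; some compounds called inactive have numbers as strong as hits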
#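 Test system – modified budding yeast, DeaD strain · Compound – single dose 10 µM compound, 0.25% DMSO · Times – culture preincubation 4 h, compound exposure 48 h, both 30 °C · Detection – optical density (absorbance) at 615 nm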
# HCT116 bCat-KO – beta-catenin-lacking colon tumor cell growth suppression; viability, % at 10 µM; HCT116 beta-catenin knockout viability, CellTiter-Glo, 60 h; stronger effect = lower value; AID 818; 1.5% of 140,000 active;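 active means viability at or under a set limit, the compound median less 4 SD, cut at about 6% in these data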;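 further: 0% = Hyamine 1622 control at 20 µM and 100% = untreated cell control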
# GALR2 blocker – GALR2 (human) receptor antagonism; inhibition, % at 4 µM; O43603; GALR2-expressing cells, antagonist mode; 0.39% of 140,000 active; in the data active means inhibition above about 27%;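 further: cells stimulated with galanin 1-16 at roughly its EC80; 0% = agonist challenge control and 100% = basal control without agonist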
# Target sequence (O43603 whole entry, looked up): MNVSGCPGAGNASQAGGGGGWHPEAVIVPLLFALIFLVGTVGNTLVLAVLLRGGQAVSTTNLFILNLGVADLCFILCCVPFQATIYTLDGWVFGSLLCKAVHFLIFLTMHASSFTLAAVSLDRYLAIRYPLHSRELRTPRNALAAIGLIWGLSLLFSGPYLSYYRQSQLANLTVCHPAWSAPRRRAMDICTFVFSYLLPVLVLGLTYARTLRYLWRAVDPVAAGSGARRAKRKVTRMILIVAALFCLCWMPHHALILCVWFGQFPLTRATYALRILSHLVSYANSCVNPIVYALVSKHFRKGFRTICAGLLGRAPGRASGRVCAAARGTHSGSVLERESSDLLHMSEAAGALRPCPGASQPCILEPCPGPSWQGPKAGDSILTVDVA
# E-sel TNF inh – TNF alpha driven E-selectin expression inhibition; 0.71% of 120,000 active; AID 1246; HUVEC TNFa-induced E-selectin immunofluorescence, high content; inhibition, % at 2 µM;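 active means inhibition above the batch mean plus 3 SD, and confirmed as a hit on visual image review, cut at about 43% in these data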;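 further: 0% = TNF-stimulated DMSO wells and 100% = unstimulated control wells; not every result past the cut was called active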
# Yeast growth inh – reduces growth of yeast BB579 in restrictive medium; S. cerevisiae BB579 growth, OD615, 48 h; inhibition, % at 10 µM; 0.51% of 140,000 active; AID 804;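 active means inhibition above a set limit, 3 SD over the mean compound inhibition, cut at about 44% in these data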; further: inactives centre near -24
#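 controls = amphotericin B 10 µg/mL, positive | assay system = DeaD yeast strain BB579 | schedule = 48 h compound exposure at 30 °C after 4 h preincubation | detection = OD615 turbidity measurement | medium = restrictive CSMM-D medium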
# Phagocytosis inh – macrophage phagocytosis inhibition; J774A.1 macrophage IgG-bead phagocytosis, imaging; inhibition, % at 5 µM; 0.07% of 110,000 active; AID 1029;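 active means inhibition above the mean of the plate negative controls plus 5 SD, cut at about 13% in these data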;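 further: phagocytic index as fraction of beads internalized from green versus red external bead signal; plate controls were DMSO negative control for no effect and cytochalasin-D positive control for full effect; some results beyond the cut were filed as inactive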
# Measles CPE – protection of cells from measles virus; Measles virus-infected cells, CPE protection, absorbance; 1.5% of 140,000 active; AID 841; protection (pct of control), % at 4 µM; in the data active means protection mostly above about 24%, no sharp cut-off; inactive means mostly below about 26%; further: some compounds called inactive have numbers as strong as hits
# Starred values were filed as active, the others as inactive; · = no result given.
# Start of the data: the first 2 records as a preview:
no.	Structure	HCT116 PTEN-null	MRP-1 activ	NPY Y2 blocker	Yeast life ext	HCT116 bCat-KO
1	O=C(c1ccccc1)C(Cn1cncn1)C(Sc1ccccc1)c1ccccc1 (configuration not stated)	10	-2.0	9	-10	13
2	O=C(COC(=O)C1CC1)Nc1ccccc1Sc1ccccc1	91	0.4	6	-4	99

no.	GALR2 blocker	E-sel TNF inh	Yeast growth inh	Phagocytosis inh	Measles CPE
1	-8	-8	-13	0	10
2	5	·	-10	-5	13

# Main list (from the top)
no.	Structure	HCT116 PTEN-null	MRP-1 activ	NPY Y2 blocker	Yeast life ext	HCT116 bCat-KO
1	O=C(c1ccccc1)C(Cn1cncn1)C(Sc1ccccc1)c1ccccc1 (configuration not stated)	10	-2.0	9	-10	13
2	O=C(COC(=O)C1CC1)Nc1ccccc1Sc1ccccc1	91	0.4	6	-4	99
3	Cc1cc(C)n2nc(SCC(=O)N(C)C)nc2n1	94	-0.8	-1	-2	93
4	Cc1ccc(C)c(N2CCN(S(=O)(=O)c3ccc4c(c3)CCC(=O)N4)CC2)c1	90	-2.4	1	-4	91
5	CC(C)(C)C(=O)COC(=O)c1cccc(NC(=O)c2ccco2)c1	100	0.0	-1	-19	96
6	O=C(NCc1cccc(C(F)(F)F)c1)C1CCCN(c2ncccn2)C1 (configuration not stated)	91	-1.6	2	-8	93
7	C=CCn1c(CCCOc2ccc(Cl)cc2Cl)nnc1SCC(=O)Nc1nccs1	87	-3.9	0	0	93
8	COc1ccccc1OCC(=O)Nc1cccc(C(=O)N2CCOCC2)c1	96	-0.2	-2	-10	92
9	COc1ccc(Cc2nnc(SCC(=O)NCC3CCCO3)o2)cc1 (configuration not stated)	77	-3.1	0	-25	81
10	Cc1oc(-c2cccs2)nc1CS(=O)CC(=O)NCCCOC(C)C (configuration not stated)	87	-3.0	1	-34	101
11	CC1(C)COC(c2cc([N+](=O)[O-])ccc2Cl)=N1	113	0.1	2	1	96
12	CCC(C(=O)Nc1ncn[nH]1)(C(F)(F)F)C(F)(F)F	98	-1.1	-1	-6	103
13	Cc1ccc(CCN2CC(C(=O)NCc3ccco3)CC2=O)cc1 (configuration not stated)	102	-0.9	0	-6	91
14	COc1ccc(-c2cc(O)cc(O)c2)cc1	92	-2.3	-6	-17	92
15	CC1(C)SC(=S)N(Cc2ccc3c(c2)OCO3)C1N(O)C(=O)NC1CCCCC1 (configuration not stated)	84	-4.1	-1	-15	85

no.	GALR2 blocker	E-sel TNF inh	Yeast growth inh	Phagocytosis inh	Measles CPE
1	-8	-8	-13	0	10
2	5	·	-10	-5	13
3	-4	-20	6	-1	2
4	10	·	-15	0	7
5	17	12	-34	·	3
6	10	0	2	0	5
7	1	19	-62	-2	25
8	7	-16	-35	2	5
9	-1	60	-42	2	5
10	1	-1	-23	-7	2
11	1	-14	-33	0	8
12	-2	·	-21	2	11
13	7	9	-20	-1	21
14	-5	-11	-37	-1	13
15	-3	-20	-36	0	10

# Later entries.
no.	Structure	HCT116 PTEN-null	MRP-1 activ	NPY Y2 blocker	Yeast life ext	HCT116 bCat-KO
16	COc1ccc(OCCCn2c(=O)oc3ccccc32)cc1	91	2.4	2	·	89
17	Cc1cccc(NC(=S)NCC23C=CC(O2)C2C(=O)N(c4ccc(Cl)cc4)C(=O)C23)c1 (configuration not stated)	89	-3.6	1	4	78
18	CCOc1ccc(-n2nnnc2SCC(=O)c2ccccc2)cc1	27	-1.4	4	-1	23
19	CCOC(=O)c1ccc(NC(=S)N(CCCN2CCCC2)Cc2ccco2)cc1	101	-0.7	3	7	89
20	COc1ccc(N2C(=O)CSC23CCC(C(C)(C)C)CC3)cc1 (configuration not stated)	74	-4.3	-1	-21	83
21	O=C1Nc2cc(C(=O)N3CCN(Cc4ccccc4)CC3)ccc2SC1N1CCOCC1 (configuration not stated)	79	-2.5	0	-13	71
22	CC(c1nc2ccccc2c(=O)[nH]1)N(C)c1ccc2ccccc2c1 (configuration not stated)	84	-2.2	0	5	84
23	NC(=O)C[C@@H]1N[C@]2(C(=O)Nc3ccccc32)[C@@H]2C(=O)N(C3CCCCC3)C(=O)[C@H]12	104	1.0	1	0	97
24	O=C(CSc1nn(-c2ccccc2)c(=S)s1)Nn1cnnc1	102	-0.8	0	-11	91
25	Nc1nnc(SCC(=O)OCc2ccc(F)cc2)s1	98	-1.8	1	-3	95
26	N#CC1=C2SCC(O)(c3ccccc3)N2C(=O)CC1c1ccccc1 (configuration not stated)	23	-2.5	1	8	20
27	CCOC(=O)c1[nH]c2ccc(OC)cc2c1NC(=O)NC(C)C	90	-1.4	-2	-12	88
28	Cc1nnc(SCc2ccccc2)n1N	88	-0.8	0	-11	98
29	O=C(CN1C(=O)COc2ccccc21)Nc1ccc2c(c1)OCCO2	87	-0.3	4	54*	94
30	O=C1CSCC(=O)N1c1ccccc1	102	-0.8	0	-12	86

no.	GALR2 blocker	E-sel TNF inh	Yeast growth inh	Phagocytosis inh	Measles CPE
16	0	25	-31	·	30
17	5	-34	-30	-6	6
18	-6	-10	-4	0	19
19	18	·	-36	1	14
20	-15	-7	-17	·	12
21	-20	8	-41	0	7
22	9	·	-38	0	9
23	7	-2	4	-1	5
24	20	5	-23	0	9
25	7	-7	-24	-12	2
26	4	·	-80	3	13
27	3	3	-4	4	6
28	0	18	-19	0	6
29	-6	6	-32	0	11
30	-14	·	-12	4	11

# 4 entries from above in another layout.
# Sequence of screens: HCT116 PTEN-null | MRP-1 activ | NPY Y2 blocker | Yeast life ext | HCT116 bCat-KO | GALR2 blocker | E-sel TNF inh | Yeast growth inh | Phagocytosis inh | Measles CPE
[23] NC(=O)C[C@@H]1N[C@]2(C(=O)Nc3ccccc32)[C@@H]2C(=O)N(C3CCCCC3)C(=O)[C@H]12
    104 | 1.0 | 1 | 0 | 97 | 7 | -2 | 4 | -1 | 5
[24] O=C(CSc1nn(-c2ccccc2)c(=S)s1)Nn1cnnc1
    102 | -0.8 | 0 | -11 | 91 | 20 | 5 | -23 | 0 | 9
[25] Nc1nnc(SCC(=O)OCc2ccc(F)cc2)s1
    98 | -1.8 | 1 | -3 | 95 | 7 | -7 | -24 | -12 | 2
[26] N#CC1=C2SCC(O)(c3ccccc3)N2C(=O)CC1c1ccccc1 (configuration not stated)
    23 | -2.5 | 1 | 8 | 20 | 4 | · | -80 | 3 | 13

# Additional records
no.	Structure	HCT116 PTEN-null	MRP-1 activ	NPY Y2 blocker	Yeast life ext	HCT116 bCat-KO
31	CCCC(=O)Nc1ccc(N2CCN(C(=O)c3ccccc3C)CC2)cc1	81	-3.8	1	-9	81
32	Cc1cccnc1NC(=O)c1cc2c(=O)oc3ccccc3c2s1	100	0.7	3	-1	88
33	Cc1nn(C(=O)c2ccco2)c(C)c1Sc1ccc(Br)cc1	90	-1.0	0	-10	104
34	O=C(Cc1ccccc1[N+](=O)[O-])NCc1ccccc1Cl	98	-2.4	-1	-17	103
35	Cc1ccc(N2CC(C(=O)NCCc3ccc(S(N)(=O)=O)cc3)CC2=O)cc1 (configuration not stated)	98	-2.6	3	0	89
36	O=C1[C@@H]2C(Cc3ccc(O)cc3)NC3(C(=O)Nc4ccc(F)cc43)[C@@H]2C(=O)N1c1ccccc1 (some centres not stated)	98	3.0	0	-17	93
37	CC/C(Cc1ccccc1)=N/NC(=O)c1cccc(Br)c1	104	1.0	2	0	100
38	COc1ccc(CN(C(=O)c2ccco2)c2ccccc2)cc1	91	-3.6	2	·	91
39	Cc1ccc(CSCC(=O)N2CCN(c3ccc(F)cc3)CC2)cc1	100	-0.4	3	2	102
40	O=C(NC1CCCC1)C(Cc1ccccc1)n1cccc1 (configuration not stated)	96	-1.0	0	-9	88
41	CCC(NC(=O)c1ccccc1NC(=O)c1ccco1)C(=O)O (configuration not stated)	103	-0.2	-2	-5	109
42	COC(=O)c1ccc2c(=O)n(Cc3ccco3)c(SCC(=O)Nc3ccc(C)c(Cl)c3)nc2c1	8	-2.0	0	-2	9
43	CCOC(=O)Cc1cc(=O)n2[nH]c(-c3ccc(C)cc3)cc2n1	109	-0.8	-4	10	86
44	COC(=O)C1=CN(C2CC2)C=C(C(=O)OC)C1c1ccccc1OC	55	-2.9	4	-4	76
45	Cc1ccc(S(=O)(=O)NCCC(C)C)cc1[N+](=O)[O-]	89	-1.4	0	2	82

no.	GALR2 blocker	E-sel TNF inh	Yeast growth inh	Phagocytosis inh	Measles CPE
31	33*	19	-36	-1	10
32	5	-36	-28	-7	16
33	4	-7	-39	-4	5
34	-3	-7	-13	3	14
35	-11	-14	-29	-1	11
36	7	·	-14	-1	3
37	1	-29	-46	-2	3
38	-1	-13	-39	·	19
39	-1	-32	-5	-3	6
40	1	·	-1	0	2
41	2	11	-19	0	17
42	-6	14	-65	·	1
43	-6	-23	-86	0	2
44	-3	·	-29	0	34
45	6	5	-37	-2	21

# Continued:
no.	Structure	HCT116 PTEN-null	MRP-1 activ	NPY Y2 blocker	Yeast life ext	HCT116 bCat-KO
46	CCNC(=S)NNC(=O)c1cccs1	108	0.3	1	-3	102
47	CC(C)NC(=S)NC(=O)/C=C/c1cccc2ccccc12	61	-4.5	1	4	58
48	CCOC(=O)Cc1csc(NC(=O)CSc2nnc(-c3ccc(C)cc3)o2)n1	103	-1.3	3	-7	101
49	COc1cccc(C(=O)NNC2=CC(=O)CC(C)(C)C2)c1	92	-0.8	2	-11	96
50	O=C(O)c1ccc(N2CCCC2=O)cc1	103	1.0	3	-12	110
51	Cn1c(=O)oc2cc(S(=O)(=O)Nc3cccc4c3CCCC4)ccc21	74	-0.5	1	-12	84
52	Cc1nc2ccccc2c(=O)n1NC(=O)c1c(O)c2c(n(CC(C)C)c1=O)CCCC2	77	-1.0	4	3	74
53	Cc1oncc1C(=O)NC(C)C	98	0.0	0	2	102
54	CC(OC(=O)CCc1nc2ccccc2c(=O)[nH]1)C(=O)NCc1ccc2c(c1)OCO2 (configuration not stated)	104	-0.2	1	-13	96
55	CCOC(=O)CON1C(=O)c2ccccc2C1=O	106	-0.1	2	-3	96
56	Cc1cccc(S(=O)(=O)Nc2nc3ccccc3nc2NCc2ccco2)c1	85	-1.5	2	10	87
57	CC1(C)Cc2nc3sc4c(OCc5ccccc5)ncnc4c3cc2CO1	105	-0.5	-1	-6	102
58	CC1=C(C(=O)OC2CCCCC2)C(c2ccc(C)o2)C2=C(CCCC2=O)N1 (configuration not stated)	83	-2.6	3	-3	87
59	CC(=O)c1c(C(C)=O)c(C)n(Cc2ccc(Cl)cc2)c1C	53	-3.4	1	-1	45

no.	GALR2 blocker	E-sel TNF inh	Yeast growth inh	Phagocytosis inh	Measles CPE
46	2	-22	-24	·	7
47	-7	·	-28	-1	14
48	0	4	-71	-1	12
49	-6	32	-11	·	6
50	-7	·	27	1	3
51	15	-67	3	-1	4
52	-12	13	-19	·	22
53	-4	·	-74	0	15
54	5	-38	-3	·	7
55	-3	-14	-44	-1	13
56	-3	26	-13	0	2
57	8	47	-26	4	18
58	1	-19	4	1	22
59	0	-10	-10	0	5

# Screens (PubChem BioAssay)
